BRCA1 expr act: qHTS Assay to Identify Small Molecule Activators of BRCA1 Expression | MCF7-BRCA1-FFLuc reporter, luminescence, 48 h; response scale: scaled: vehicle 0%, 10 µM genistein 100% | Potency, µM (series often up to 46.1 µM), inactives show at the top dose activation, actives largely listed as activators | 380,000 tested, 1.1% active; note: nearly all actives have a fitted effect of over 80% in size; some results filed as inactive show a strong effect at the top dose
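MCF7-BRCA1-FFLuc, 2000 cells/well; 2 h attach, 37 °C/5% CO2; compound 48 h; luciferase substrate 15 min; luminescence end-point. Norm. to genistein 10 microM max activation and DMSO; concentration-response curves fitted.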
p53 reactivation: qHTS assay for re-activators of p53 using a Luc reporter | Potency, µM (top dose mostly 92.2 µM), without a hit: top-dose activity change, positive = activation, most hits filed as activators | 320,000 tested, 0.063% active | H1299 p53-A138V BP100-luciferase reporter, luminescence, 24 h | AID 504706, 2011; note: % of control where 0% means no effect; nearly all actives have a fitted effect of over 45% in size
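p53-null H1299 cells stably carrying temperature-sensitive p53-A138V and a BP100-luciferase reporter were pinned with compounds (4-point, 1:5 series) and held 24 hrs at 37 deg C. Luminescence was read 10 min after detection reagent.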
NPC1 promoter act: qHTS Assay for NPC1 Promoter Activators; Huh7 NPC1 promoter luciferase reporter, 24 h; Potency, µM (highest dose often 9.22 µM), for inactives: at the highest dose activation, most hits filed as activators; 320,000 tested, 2.4% active; AID 485313, 2010;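 note: % of control where 0% means no effect; nearly all actives have a fitted effect of over 60% in size; reporter is driven by a mutant NPC1 promoter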
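In 1536-well qHTS, Huh7 cells harboring an NPC1 promoter–luciferase construct received compound for 24 h; activation was quantified by luminescence following luciferase reagent addition.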
Rab9 prom act: qHTS Assay for Rab9 Promoter Activators. Potency, µM (highest dose often 9.22 µM), for inactives: at the highest dose activation, negative = inhibition, most hits filed as activators. Huh7 Rab9 promoter-luciferase reporter, luminescence, 24 h. 320,000 tested, 2.8% active; note: % of control where 0% means no effect; nearly all actives have a fitted effect of over 60% in size
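Steps: seed 1500 Huh7 Rab9-luc cells per well, rest 2 h at 37 °C; add compound in DMSO; incubate 24 h; add luciferase reagent, 10 min ambient; read luminescence.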
RORg inh: qHTS for inhibitors of ROR gamma transcriptional activity; Nuclear receptor ROR-gamma (Mus musculus), P51450; Potency, µM (titrated, usually from 53.6 µM), for inactives: top-dose activity change, negative = inhibition, usual class: inhibitors; 310,000 tested, 5.4% active; AID 2551, 2010; Drosophila S2 Gal4-RORgamma UAS-luciferase reporter, 20 h; note: % is set by controls: 0 for no effect and ±100 for the full control effect; nearly all actives have a fitted effect of over 60% in size
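Stable Schneider cell line, Gal4 DNA-binding domain fused to ROR gamma, UAS-luciferase. Cmpd 1 hr RT → CuSO4 700 uM final → 20 hr RT → luciferase reagent 10 min → luminescence.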
FLuc counter: qHTS profiling assay for firefly luciferase inhibitor/activator using purifed enzyme and Km concentrations of substrates (counterscreen for miR-21 project) | Luciferin 4-monooxygenase (Photinus pyralis), P08659 | purified FLuc, Km substrates, luminescence inhibition | Potency, µM (titrated, usually from 57.5 µM), for the others: top-dose activity change, negative = inhibition, actives largely listed as inhibitors | 360,000 tested, 6.9% active | AID 588342, 2011;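 note: plate controls were vehicle for no effect and reference inhibitor for full effect; nearly all actives have a fitted effect of over 55% in size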
Target sequence (P08659 whole entry, looked up): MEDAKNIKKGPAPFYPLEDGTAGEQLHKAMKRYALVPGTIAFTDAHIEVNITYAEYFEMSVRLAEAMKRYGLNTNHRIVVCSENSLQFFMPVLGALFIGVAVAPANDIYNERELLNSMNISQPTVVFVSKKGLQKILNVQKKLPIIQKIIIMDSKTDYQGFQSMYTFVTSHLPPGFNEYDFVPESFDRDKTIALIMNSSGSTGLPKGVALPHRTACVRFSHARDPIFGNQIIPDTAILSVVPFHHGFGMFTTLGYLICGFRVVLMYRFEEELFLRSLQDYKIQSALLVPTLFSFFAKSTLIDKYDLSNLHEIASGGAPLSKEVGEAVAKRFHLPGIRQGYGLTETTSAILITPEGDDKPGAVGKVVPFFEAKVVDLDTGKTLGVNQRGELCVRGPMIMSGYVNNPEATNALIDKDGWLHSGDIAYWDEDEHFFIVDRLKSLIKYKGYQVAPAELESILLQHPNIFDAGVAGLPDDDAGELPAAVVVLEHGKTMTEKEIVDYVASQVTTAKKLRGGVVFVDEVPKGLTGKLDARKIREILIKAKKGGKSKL
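Purified P. pyralis luciferase (10nM final) with 10uM D-luciferin and 10uM ATP (Km levels) in 50mM Tris acetate pH 7.5, 10mM Mg acetate, 0.01% Tween-20, 0.05% BSA; qHTS 6-point titration, ~60 µM downward; luminescence read.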
ELG1 genotoxic: qHTS screen for small molecules that induce genotoxicity in human embryonic kidney (HEK293T) cells expressing luciferase-tagged ELG1. HEK293T ELG1-luciferase reporter, luminescence, 16 h. Potency, µM (doses to about 46 µM), for the others: top-dose activity change, positive = activation, hits mostly activators. 330,000 tested, 1.3% active. AID 504466, 2011; note: % of control where 0% means no effect; nearly all actives have a fitted effect of over 60% in size
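After overnight (16 hr) compound treatment at 37 °C, ELG1-luciferase HEK293T cells were lysed with ONE-Glo; luminescence quantified 30 min later at room temperature.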
MBNL1-CUG inh: qHTS Assay for Inhibitors of MBNL1-poly(CUG) RNA binding; Muscleblind-like protein 1 (Homo sapiens), Q9NR56; TR-FRET MBNL1-His/biotin-(CUG)12 binding, 665/545 ratio; Potency, µM (doses to about 57.5 µM), for inactives: at the top dose activity change, negative = inhibition, usual class: inhibitors; 280,000 tested, 0.036% active; AID 2675, 2010; active = well fitted inhibition curve with a large enough effect in the signal ratio, with a control signal flat, not every such curve was filed as active; inconclusive = small, poorly fitted or top-dose-only effect, or effect the other way, or a change in a side signal; inactive = no such curve, though single readings can be large or run the other way; the % refers to the signal ratio; note: % is set by controls: 0 for no effect and ±100 for the full control effect
Target sequence (Q9NR56 whole entry, looked up): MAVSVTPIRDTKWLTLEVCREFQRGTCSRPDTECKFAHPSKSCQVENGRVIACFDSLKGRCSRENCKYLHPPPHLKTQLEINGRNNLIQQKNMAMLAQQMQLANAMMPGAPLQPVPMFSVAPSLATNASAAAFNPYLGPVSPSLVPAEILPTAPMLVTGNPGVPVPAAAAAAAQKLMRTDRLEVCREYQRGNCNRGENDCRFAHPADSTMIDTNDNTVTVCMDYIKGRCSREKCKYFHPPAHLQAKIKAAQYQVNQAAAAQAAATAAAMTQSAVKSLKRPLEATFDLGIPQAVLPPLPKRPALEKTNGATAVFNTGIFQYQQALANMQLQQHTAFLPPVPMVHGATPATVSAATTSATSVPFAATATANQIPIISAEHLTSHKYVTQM
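TR-FRET between His-tagged MBNL1 and biotin-(CUG)12 RNA, detected with Tb anti-His antibody (0.055 ng/ul) and streptavidin-XL665 (5 nM), 60 min at room temperature. Compounds titrated 92 nM to 58 uM; 665/545 nm ratio normalized to buffer and complex controls.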
uPA generation: qHTS for Inhibitors of Cell Surface uPA Generation; AID 540303, 2011; 330,000 tested, 0.31% active; cell surface uPA generation assay, qHTS; Potency, µM (series often up to 38.3 µM), for inactives: at the top dose activity change, negative = inhibition, hits mostly inhibitors; active = well fitted inhibition curve with a large enough effect; inconclusive = small, poorly fitted or top-dose-only effect; inactive = no such curve, though single readings can be large or run the other way; tested in mouse RAW 264.7 cells; note: % is set by controls: 0 for no effect and ±100 for the full control effect; nearly all actives have a fitted effect of over 55% in size
Gal4-VP16 FLuc: VP16 counterscreen qHTS for inhibitors of ROR gamma transcriptional activity. Potency, µM (series often up to 53.6 µM), inactives show at the highest dose activity, negative = inhibition, hits mostly inhibitors. 310,000 tested, 3.5% active. Drosophila S2 Gal4-VP16 UAS-luciferase, luminescence, 20 h. AID 2546, 2010;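 note: Gal4-VP16 expression switched on by copper sulfate through the metallothionein promoter; % is set by controls: 0 for no effect and ±100 for the full control effect; nearly all actives have a fitted effect of over 50% in size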
An asterisk follows results filed as active; u = inconclusive; x = no result given; [ ] = remark or other dose. Unless noted, calls come from the whole dose curve; as a rule, active = well fitted curve in the direction sought with a large enough effect; inconclusive = small, poorly fitted or top-dose-only effect, or another doubt; inactive = no such curve, though single readings can be large; an effect the other way counts as inactive or inconclusive. Potency is the fitted concentration of half-maximal effect.

SMILES	BRCA1 expr act	p53 reactivation	NPC1 promoter act	Rab9 prom act	RORg inh	FLuc counter	ELG1 genotoxic	MBNL1-CUG inh	uPA generation	Gal4-VP16 FLuc
O=C(NC(NC(=S)Nc1ccc(Cl)cc1Cl)C(Cl)(Cl)Cl)c1cccc([N+](=O)[O-])c1 (stereo not given)	-85%[inhibitor]	-4%	-8%	-8%	u	0%	-8%	9%	-7%	u
O=C1N/C(=C\c2ccccc2)C(O)=C1C=NCc1ccccc1	-11%	u	16%	13%	u	u	u	9%	-10%	-4%
Cc1ccc2nc(-c3ccccc3)cc(C(=O)N3CCN(S(=O)(=O)c4c(C)noc4C)CC3)c2c1	-24%	11%	5%	6%	x	5.4µM*	-7%	x	3%	x
CCc1ccc(NC(=O)C2CC(=O)Nc3ncnn32)cc1 (stereo not given)	3%	-5%	1%	1%	-5%	5%	0%	x	6%	2%
O=C1c2oc3ccc(Cl)cc3c(=O)c2C(c2cccnc2)N1Cc1ccco1 (stereo not given)	x	2%	-10%	-3%	-18%[10 µM]	-2%	0%	20%	x	-2%
O=c1c(Cc2ccccc2)c(O)ccn1CCc1cnc[nH]1	-22%	15%	0%	1%	7%	-2%	3%	0%	2%	0%
O=S(=O)(/N=C(/NS(=O)(=O)c1ccccc1)c1ccccc1)c1ccccc1	-15%	-3%	-1%	1%	12%	-9%	0%	-16%	1%	1%
O=C(Cn1cnc2ccccc2c1=O)N1CCOCC1	-6%	28%	-3%	3%	-10%	1%	-2%	14%	0%	3%
O=C(CCNC(=O)c1ccc([N+](=O)[O-])cc1)Nc1ccc(N2CCOCC2)cc1N1CCOCC1	-6%	0%	-2%	-4%	1%	-1%	-4%	15%	10%	-16%
O=C(CSc1cccc2cccc(Cl)c12)NC1=NCCS1	-15%	0%	0%	-9%	10µM*	u	0%	19%	0%	11µM*
Cc1[nH]nc(N)c1-c1ccccc1	-8%	-2%	1%	-9%	25%	-1%	-4%	-4%	-22%	-9%
Cc1ccc(CN2CCN(Cc3cn[nH]c3-c3ccccc3)CC2CCO)o1 (stereo not given)	-28%	1%	0%	9%	14%	4%	-1%	-1%	-3%	0%
CNC(=O)c1cc(S(=O)(=O)Nc2ccc3c(c2)OCCO3)ccc1C	-23%	-18%	1%	0%	u	-2%	-8%	3%	-1%	-18%
Nc1ncnc(SCc2c(F)cccc2Cl)n1	-7%	-3%	-3%	2%	17%	-1%	7%	-17%	-25%	17%
COC(=O)c1cc(-c2cccc([N+](=O)[O-])c2)c2c(=O)n(C)c(=O)n(C)c2n1	-4%	1%	0%	0%	24%	3%	-3%	4%	-8%	-4%
O=C(c1ccccc1)c1c[nH]c(C(=O)NCc2cccnc2)c1	10%	2%	0%	-1%	37%	-4%	-1%	-1%	-4%	-4%
Cc1nnc(NC(=O)CSc2nnc(Cc3cccn3C)n2CCc2ccccc2)s1	4%	-4%	1%	-10%	11%	1%	1%	-5%	x	3%
O=C(Nc1cc(Br)ccc1O)c1cc(-c2ccccc2)on1	25%	16%	29%	25%	4%	-18%	10%	2%	-5%	-11%
O=C1C2C3C=CC(C3)C2C(=O)N1c1cccc2cccnc12 (stereo not given)	-13%	-5%	1%	-1%	12%	2%	1%	2%	-2%	-1%
Cc1ccc(F)c(N=Cc2c(O)c3ccccc3oc2=O)c1	-1%	-4%	6%	3%	-18%	u	2%	-3%	20%	7%
O=C(C1=C[C@H](c2coc3ccccc3c2=O)C[C@H](OCc2ccc(CO)cc2)O1)N1CCOCC1	11%	-2%	-5%	-4%	16%	0%	-4%	-1%	18%	5%
O=C(Nc1nnc(SCc2ccc(F)cc2)s1)C1CC(=O)N(Cc2ccccc2)C1 (stereo not given)	1%	7%	-8%	-3%	u	0%	1%	-11%	3%	-6%
CCOc1ccc(CNC(=O)C2CCN(S(=O)(=O)c3ccc4c(c3)CCCC(=O)N4)CC2)cc1	-9%	-21%	-2%	4%	20%	1%	0%	-3%	-17%	-8%
Brc1ccc(CN2C3=NCCCN3c3ccccc32)cc1	-24%	-19%	-4%	-3%	15%	1%	-10%	-16%	-24%	1%
O=C(/C=C/c1ccc(Cl)cc1)N(Cc1ccccc1)C1CCS(=O)(=O)C1 (stereo not given)	-21%	-6%	-3%	1%	27%	-3%	-2%	15%	-3%	3%
CCOC(=O)C1CCN(Cc2ccc(F)cc2F)CC1	9%	-4%	2%	3%	0%	-15%	-1%	-3%	4%	-4%
C=CCC1(CC=C)CCCN1C(=O)CC1C(=O)NCCN1Cc1cccc(OC)c1OC (stereo not given)	-12%	0%	-1%	-1%	28%	-1%	-4%	-19%	2%	5%
Cc1ccc(C(=O)n2nc(C#N)c(C#N)c2N)cc1	4%	5%	1%	-1%	-8%	4%	-3%	-20%	1%	4%
CCc1nn(C(C)C(=O)Nc2cccc(C)c2C)c(=O)c2cc3occc3n12 (stereo not given)	-47%	-7%	-12%	2%	u	1%	-3%	15%	-10%	15%
CCCc1nc2scc(-c3ccccc3)c2c(=O)n1N	1%	1%	0%	-5%	45%	u	-3%	-9%	x	3%
Cc1ccc(S(=O)(=O)N2CCCCC2)cc1C(=O)OC(C)C(=O)NC1CCCCC1C (stereo not given)	-34%	-1%	-3%	-2%	x	-2%	-9%	x	-1%	x
CCN1CCN(C(c2cc(OC)c(OC)c(OC)c2)c2nnnn2C(C)C)CC1 (stereo not given)	-17%	2%	1%	0%	-5%	5%	1%	1%	5%	0%
O=C(Nc1cccnc1)c1ccc(COc2cc(Cl)ccc2Cl)o1	49%	4%	-3%	4%	44%	u	-4%	-1%	-2%	7%
CN1CCC(=NNC(=O)CN(c2ccc(Oc3ccccc3)cc2)S(C)(=O)=O)CC1	1%	-6%	-3%	-2%	0%	4%	0%	2%	0%	-6%
Nc1[nH]nc2nc(N3CCOCC3)nc(-c3ccccc3)c12	-41%	-2%	-5%	-9%	-3%	5%	-7%	-8%	6%	-14%
CCC(C)(C)NC(=O)CN(C(=O)CCC(=O)Nc1nccs1)c1ccccc1C	-18%	-46%[inhibitor]	-4%	0%	u	4%	-1%	-13%	1%	5%
OCC1(CCc2ccccc2)CCN(Cc2cnc(N3CCCC3)s2)CC1	-12%	-1%	0%	5%	-1%	0%	1%	-1%	3%	-7%
COc1ccc(N(CC(=O)Nc2cccc(F)c2)S(=O)(=O)c2c(C)[nH]c(=O)[nH]c2=O)cc1	-28%	4%	2%	0%	-18%	4%	1%	1%	3%	-6%
CC1Cc2cc(/C=C3/SC(=S)NC3=O)ccc2O1 (stereo not given)	8%	15%	u	4µM*	-29%	2.7µM*	11%	9%	-6%	u
O=[N+]([O-])c1ccc(/C=N/N=C/c2ccc([N+](=O)[O-])o2)o1	-84%	-18%	-42%[inhibitor]	-40%[inhibitor]	1.1µM*	0%	u	u	x	4.5µM*
COc1ccc(N2C(=O)CC(N3CCN(c4ccc(Cl)cc4)CC3)C2=O)cc1 (stereo not given)	-16%	x	-4%	4%	24%	-2%	-1%	-1%	0%	2%
COc1ccc(N=c2oc3cc(O)ccc3cc2C(=O)NCC2CCCO2)c(OC)c1 (stereo not given)	6%	7%	-1%	4%	-24%	-6%	7%	25%	x	3%
COc1cccc(-c2nnn(CC(=O)N3CCCCC3)n2)c1	103%	14%	12%	30%	-3%	-19%	12%	0%	3%	-1%
O=C(C1CC1)N1N=C(C2CCCCC2)CC1(O)C(F)(F)F (stereo not given)	-7%	1%	-4%	-21%	-18%	2%	-7%	16%	4%	-3%
Cn1c(CO)nc2cc(N)ccc21	-5%	10%	0%	0%	1%	17µM*	-1%	-7%	-2%	-6%
O=C1CCCN2N=C(SCC(=O)Nc3cccc(C(F)(F)F)c3)SC2=N1	-58%	-2%	-29%	-28%	45%	0%	9%	1%	-7%	u
O=C(COC(=O)c1ccccc1)NCc1cccs1	0%	-2%	3%	-4%	-1%	u	2%	-2%	9%	-8%
O=c1cc(-c2ccc(Cl)cc2)oc(=O)[nH]1	-4%	0%	-3%	0%	0%	17µM*	-1%	-1%	8%	3%
CC(=O)c1ccc(Sc2ccccc2)c([N+](=O)[O-])c1	0%	2%	-3%	-3%	0%	1%	0%	u	-4%	-5%
Cc1cc(C)c(NC(=O)CCCC(=O)O)c(Cl)c1	2%	3%	-4%	-14%	-14%	1%	4%	0%	-1%	1%

Compound activity deposited in PubChem BioAssay by National Center for Advancing Translational Sciences (NCATS).
